# Assay outcomes deposited in PubChem by National Center for Advancing Translational Sciences (NCATS).
# Nrf2 block: inhibitors of Nrf2 signaling; AID 504444; Potency, µM (top dose mostly 46 µM), for the others: top-dose activity change, negative = inhibition, most hits filed as inhibitors; actives 2.1% (n = 360,000); A549 ARE-Fluc reporter, luciferase luminescence, 18-24 h; further: potency means the concentration at half of the fitted maximal effect; on the % scale 0 is the no-effect control and ±100 the full control effect; nearly all actives have a fitted effect of over 60% in size
#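 Nrf2 activity is the BugLite luminescence, read 15 min after reagent at room temperature, following CellTiter-Fluor cytotoxicity readout (30 min, 37C). Compound titrations were applied for 18-24 h to 5000 A549 ARE_Fluc cells/well in 5% FBS OPTI-MEM.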
# TGFb inhibitor: inhibitors of TGF-b signaling. actives 1.2% (n = 410,000). Potency, µM (series often up to 46.1 µM), without a hit: at the top dose activity, negative = inhibition, usual class: inhibitors. HepG2 CAGA-GFP TGF-b/SMAD3 reporter, GFP fluorescence, 18 h; TGF-beta stimulated, 500 pg/mL final. AID 588855; further: potency means the concentration at half of the fitted maximal effect; on the % scale 0 is the no-effect control and ±100 the full control effect; nearly all actives have a fitted effect of over 65% in size
#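 TGF-beta reporter screen: HEPG2 CAGA-GFP, 1% FBS, 500 pg/mL TGF-beta final, 18 h; per-cell GFP summed per well; curves fitted and categorized by class.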
# Nrf2 activator: activates Nrf2 signaling | Potency, µM (highest dose often 46.1 µM), inactives show at the highest dose activation, actives largely listed as activators | actives 0.31% (n = 410,000) | AREc32 ARE-luciferase reporter (MCF7-derived line), luminescence, 24 h; further: potency means the concentration at half of the fitted maximal effect; % of control where 0% means no effect; nearly all actives have a fitted effect of over 65% in size
#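 Quantitative high-throughput format: AREc32 reporter cells, 1000 per well, received compound by pin transfer and were incubated 24 hr at 37 deg C, 5% CO2, before Steady-Glo luminescence detection.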
# A549 viability: A549 cytotoxicity, counter-screen for Nrf2 inhibitors; A549 ARE-Fluc cells, CellTiter-Fluor viability, 18-24 h; Potency, µM (doses to about 46 µM), without a hit: at the top dose activity change, negative = cytotoxicity, most hits filed as inhibitors; actives 0.16% (n = 390,000); AID 504648; further: potency means the concentration at half of the fitted maximal effect; on the % scale 0 is the no-effect control and ±100 the full control effect
#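 Cytotoxicity counterscreen: CellTiter-Fluor fluorescence was measured in A549 ARE_Fluc cells after 18-24 h of compound exposure in a concentration series. The subsequent BugLite luminescent read reports ARE-luciferase activity.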
# EPAC2 agonist: EPAC2 (human) agonism; Potency, µM (top dose mostly 154 µM), for inactives: at the top dose activation, actives largely listed as activators; Q8WZA2; actives 0.079% (n = 360,000); EPAC2 activation, biochemical qHTS; response scale: 100% = 6.5 mM cAMP response; further: potency means the concentration at half of the fitted maximal effect; nearly all actives have a fitted effect of over 50% in size
# Target sequence (Q8WZA2 whole entry, looked up): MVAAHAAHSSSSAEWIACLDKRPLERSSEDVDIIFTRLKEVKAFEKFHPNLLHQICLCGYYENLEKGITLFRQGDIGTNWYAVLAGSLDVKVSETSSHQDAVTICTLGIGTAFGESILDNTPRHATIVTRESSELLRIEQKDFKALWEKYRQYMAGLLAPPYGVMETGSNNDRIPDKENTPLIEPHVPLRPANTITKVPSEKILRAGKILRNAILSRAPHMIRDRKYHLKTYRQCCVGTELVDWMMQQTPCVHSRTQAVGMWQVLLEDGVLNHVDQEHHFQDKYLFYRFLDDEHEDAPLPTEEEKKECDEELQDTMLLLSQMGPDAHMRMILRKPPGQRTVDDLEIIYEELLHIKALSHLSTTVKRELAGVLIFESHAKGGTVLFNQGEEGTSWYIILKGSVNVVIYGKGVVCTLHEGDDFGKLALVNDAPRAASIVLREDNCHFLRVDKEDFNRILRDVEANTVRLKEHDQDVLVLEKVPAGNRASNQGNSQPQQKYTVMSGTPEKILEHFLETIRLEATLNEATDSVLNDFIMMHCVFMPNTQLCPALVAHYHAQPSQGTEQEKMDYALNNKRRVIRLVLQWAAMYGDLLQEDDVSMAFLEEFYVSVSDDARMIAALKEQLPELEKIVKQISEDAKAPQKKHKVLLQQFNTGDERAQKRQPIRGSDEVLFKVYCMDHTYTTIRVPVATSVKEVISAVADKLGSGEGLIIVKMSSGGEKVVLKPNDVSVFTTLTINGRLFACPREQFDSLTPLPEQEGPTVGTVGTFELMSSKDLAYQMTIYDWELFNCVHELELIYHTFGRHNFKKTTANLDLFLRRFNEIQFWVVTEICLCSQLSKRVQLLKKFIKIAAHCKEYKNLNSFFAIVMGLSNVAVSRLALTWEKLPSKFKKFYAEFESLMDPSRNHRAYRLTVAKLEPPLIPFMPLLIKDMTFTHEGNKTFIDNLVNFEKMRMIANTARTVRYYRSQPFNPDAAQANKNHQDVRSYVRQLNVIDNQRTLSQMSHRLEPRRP
#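 Readout is BODIPY fluorescence (480 nm excitation, 540 nm emission), which falls as labeled GDP is exchanged off Rap1B. EPAC2 at 100 nM acted on 250 nM RAP1B-BODIPY-GDP with 50 uM GDP present.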
# MmCpn inh: inhibitors of Methanococcus maripaludis chaperonin (MmCpn); purified Mm-Cpn ATPase, ADP Transcreener TR-FRET; Potency, µM (top dose mostly 76.9 µM), for the others: at the highest dose activity, negative = inhibition, hits mostly inhibitors; actives 0.031% (n = 330,000); further: potency means the concentration at half of the fitted maximal effect; on the % scale 0 is the no-effect control and ±100 the full control effect; nearly all actives have a fitted effect of over 80% in size
#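 Compound-treated chaperonin, 25 nM final, turns over 10 uM ATP at 37°C for 30 min following a 10 min preincubation; ADP generated competes with ADP-d2 for Eu-cryptate antibody, lowering FRET.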
# EPAC2 antagonist: blocks human EPAC2 exchange factor; EPAC2 GEF exchange of Rap1B-BODIPY-GDP, fluorescence; Q8WZA2; AID 720708; Potency, µM (top dose mostly 114 µM), without a hit: top-dose activity, negative = inhibition, actives largely listed as inhibitors; actives 0.18% (n = 360,000); further: potency means the concentration at half of the fitted maximal effect; on the % scale 0 is the no-effect control and ±100 the full control effect; nearly all actives have a fitted effect of over 45% in size; many of its hits are not listed in these tables
# Akt phos inh: Akt phosphorylation inhibition. activity change, % for hits at 50 µM. Neuro2A IGF-stimulated pAkt S473 HTRF, 20 min; active compounds read low. AID 651550. actives 0.32% (n = 360,000); in the data active means activity change below about -80%; inconclusive means mostly about -51% to -80%; further: on the % scale 0 is the no-effect control and ±100 the full control effect
#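 Single-point screen (50 µM final compound) in Neuro2A cells stimulated 20 min with 6 nM IGF at 37 deg C. After lysis, Ser473-phosphorylated Akt read by HTRF (ex 330 nm, em 615/665 nm) as the 665/615 ratio.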
# CCT chaperon mod: changes cytosolic chaperonin activity; activity change, % (concentration not given with the values), hits read low; purified chaperonin ATPase assay, HTRF ADP detection, 30 min; actives 0.3% (n = 360,000); in the data active means activity change below about -30%; further: on the % scale 0 is the no-effect control and ±100 the full control effect
#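 ATPase activity: ADP formed was measured by HTRF Transcreener (665/615 nm ratio) after 30 min at 37 deg C with 10 uM ATP. Compounds screened at one 76 uM concentration against 40 or 20 nM TRiC in Tris pH 7.4/KCl/MgCl2/DTT buffer.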
# Active calls of the source: *; i = inactive; u = inconclusive; x = not tested or not shown; & = joins results of further samples; [ ] = another dose, or the depositor's remark. Unless noted, the call rests on the fitted dose curve; in most records, active means well fitted curve in the direction sought with a large enough effect; inconclusive means small, poorly fitted or top-dose-only effect, or another doubt; inactive means no such curve, though single readings can be large; an effect the other way counts as inactive or inconclusive.
SMILES,Nrf2 block,TGFb inhibitor,Nrf2 activator,A549 viability,EPAC2 agonist,MmCpn inh,EPAC2 antagonist,Akt phos inh,CCT chaperon mod
COc1ccc(/C=N/NC(=O)c2ccc(NC(C)=O)cc2)cc1COc1ccc(F)cc1F,-9%,4%,2.5%,-1%,7%,-1%,5%,i,0.9
CCOC(=O)N1CCN(S(=O)(=O)c2ccc3c(c2)OCC(=O)N3)CC1,-29%,-16%,-0.2%,-12%,2%,1%,0%,i,0.8
CN(C)C(=O)Nc1ccccc1,3%,2%,-0.4%,-2%,9%,-2%,1%,i,0.4
COc1cc(CCC(=O)Nc2ccc(S(=O)(=O)N3CCOCC3)cc2)cc(OC)c1OC,5%,-10%,-0.9%,-4%,-4%,3%,1%,i,1.5
COC(=O)c1cc(C(=O)OC)n(Cc2ccc(F)cc2)c1C,10%,8%,-0.2%,1%,4%,1%,u,i,-3.0
O=C(OCc1nc2ccccc2s1)c1cccs1,-5%,29%,-0.3%,1%,-2%,x,-8%,x,1.7
CC(=O)N1CCOc2ccc(S(=O)(=O)N3CCN(c4cccc(C(F)(F)F)c4)CC3)cc21,u,-25%,-0.1%,-17%,-3%,-2%,-11%,i,0.9
CCc1ccccc1NC(=O)C1CCCN1C(=O)NCc1ccccc1 (centres undefined),-19%,-4%,-0.7%,1%,5%,1%,3%,i,-2.0
CCCCCCC(C)OC(=O)c1ccccc1C(=O)O (centres undefined),-12%,-1%,0.3%,-3%,3%,-2%,-12%,i,0.5
COc1ccc(C(C(=O)NC2CCCC2)N(Cc2cccnc2)C(=O)c2snc(C(N)=O)c2N)cc1 (centres undefined),-5%,-5%,-0.7%,0%,7%,2%,-11%,i,-1.5
COc1cccc(CNS(=O)(=O)c2cc3[nH]c(=O)c(=O)[nH]c3cc2C)c1,u,4%,-0.5%,-1%,x,x,x,x,x
Cn1nnnc1SCC(=O)N1CCCCC1,4%,-8%,-0.7%,1%,9%,0%,9%,i,-0.4
COc1ccc(NC(=O)c2cccnc2N2CCCCC2)cc1,-10%,9%,2.3%,-5%,10%,0%,1%,i,-1.8
CCc1ccc(N2C(=O)CC(N3CCN(c4ccccn4)CC3)C2=O)cc1 (centres undefined),0%,-5%,-0.1%,5%,17%,3%,8%,i,-2.2
COc1ccc(-n2c(-c3cc(-c4ccccc4)sc3N)n[nH]c2=S)cc1,-23%,13%,7.1%,7%,-5%,-3%,7%,i,1.0
Oc1c(C(Nc2ccccn2)c2cccnc2)cc(Cl)c2cccnc12 (centres undefined),u,0%,2.0%,-5%,3%,0%,1%,i,-1.5
CC(NC(=O)C(=O)N1CCCCC1)C(c1cccs1)N1CCN(c2ccccc2)CC1 (centres undefined),-14%,1%,0.1%,1%,12%,-1%,1%,i,0.5
O=C(O)c1ccc(Cl)c(S(=O)(=O)N(Cc2ccccc2)c2ccc(F)cc2)c1,u,-12%,-2.1%,1%,2%,0%,-29%,i,1.2
COCCN(C(=O)C1=COCCO1)c1c(N)n(CC(C)C)c(=O)[nH]c1=O,7%,18%,-1.2%,-2%,6%,0%,4%,i,2.5
COc1ccccc1C(=O)Nc1cccc(NC(C)=O)c1,x,10%,3.2%,5%,-2%,0%,-2%,i,0.6
COc1cccc(CN(C)C(=O)CSCC(=O)Nc2ccc(C)cc2)c1OC,2%,-7%,0.0%,1%,8%,-1%,-7%,i,-0.9
COCC(C)N=C1NN=C(c2cccs2)C(CC(=O)O)S1 (centres undefined),2%,-4%,0.7%,-11%,-1%,0%,30%[activator],i,2.9
COc1ccc(NC(=O)CNC(=O)c2nn(-c3ccc(OC)cc3OC)c(=O)c3ccccc23)c(OC)c1,u,21%,0.4%,-27%,-1%,1%,-2%,i,-56*
COc1ccc(OC)c2c1C(=O)CC2C (centres undefined),x,-5%,4.0%,x,3%,x,-1%,i,2.7
COc1ccc(/C=N/NC2=NS(=O)(=O)c3ccccc32)cc1OC,0%,1%,2.7%,-4%,7%,-1%,4%,i,-2.5
CCO[C@@H]1OC(C(N)=O)=C[C@H](c2ccc(C(F)(F)F)cc2)[C@H]1CCCO,-11%,0%,-0.4%,1%,2%,x,7%,i,-0.8
CCc1nc2ccccc2n2c(-c3ccc(C)cc3)c3c(=O)n(C)c(=O)n(C)c3c12,u,-19%,-0.7%,1%,x,x,x,x,x
Cc1cc(C)n(-c2nc3ccccc3nc2Nc2ccc(Cl)c(C(=O)OC(C)C)c2)n1,5%,44%,0.0%,0%,x,x,x,x,x
O=c1c2ccccc2c(=O)n(-c2ccccc2)n1CCCCBr,-19%,0%,0.9%,-3%,6%,x,-5%,i,0.2
Cc1cccc(C)c1-n1nnnc1-c1cnccc1C(F)(F)F,u,2%,-0.8%,2%,-2%,-1%,-2%,i,-2.0
CCCOc1ccc(C(=O)Nc2cc(-c3nn4c(C)nnc4s3)ccc2C)cc1,14%,-5%,-0.1%,3%,7%,-12%,-11%,i,0.8
COc1ccc(-c2csc(-c3c(N)c(C(=O)c4ccc(OC)c(OC)c4)n4ccccc34)n2)cc1,-5%,8%,-0.7%,1%,x,x,x,x,x
CCNC(=S)N(CCCN(CC)CC)Cc1cc2cc3c(cc2[nH]c1=O)OCO3,1%,2%,-0.2%,9%,9%,1%,3%,i,0.9
O=C(/C=C/c1ccc2c(c1)OCO2)Nc1nncs1,13%,u,6.0%,-5%,0%,-1%,5%,i,0.7
CCc1nnc(NC(=O)c2ccc(N3C(=O)CCC3=O)cc2)s1,10%,13%,0.1%,1%,5%,-3%,8%,i,-3.3
CC1CCN(C(=O)c2cc3c(=O)n(C)c4ccccc4c3s2)CC1,-14%,-7%,6.5%,0%,x,x,x,x,x
NS(=O)(=O)c1cc2c(cc1C(F)(F)F)NCNS2(=O)=O,12%,1%,-0.6%,0%,5%,-2%[15.4 µM],17%,i,0.4
CCCN(CCC)C(=O)Cc1ccc(F)cc1,-8%,9%,-0.7%,u,7%,0%,-25%,i,-1.5
COc1cnc(SC)nc1Nc1ccc(C#N)cc1,-29%,3%,2.4%,1%,11%,-1%,20%,i,-2.1
CCN(CC)CCN(C(=O)c1ccco1)c1nc2cc(C)cc(C)c2s1,-20%,u,0.8%,9%,x,x,x,x,x
Cc1cc2oc(C(=O)NCc3ccc(S(N)(=O)=O)cc3)c(C)c2cc1C,u,-4%,-0.5%,8%,6%,-13%,8%,i,0.1
COc1ccc(OCC(=O)N(Cc2sccc2C)C2CCS(=O)(=O)C2)cc1 (centres undefined),-2%&6%,0%,0.2%&2.6%,2%&-1%,4%,4%,4%,i,-0.3
Cc1ccc(C(=O)NCC(=O)OC(C)C(=O)NC2CCCCC2C)cc1C (centres undefined),5%,5%,0.1%,-2%,4%,0%,0%,i,0.2
CC(=O)NC(c1ccccc1)c1nc(-c2ccccc2)cs1 (centres undefined),x,38%,6.0%,x,3%,x,-22%,i,-1.0
CCSc1nc2c(c(=O)[nH]1)C(c1ccncc1)C(C(=O)OC)=C(C)N2 (centres undefined),6%,-7%,2.2%,-10%,-13%,-2%,2%,i,-0.6

# Record cards, as listed above. Values in the order: Nrf2 block | TGFb inhibitor | Nrf2 activator | A549 viability | EPAC2 agonist | MmCpn inh | EPAC2 antagonist | Akt phos inh | CCT chaperon mod
# CC(=O)NC(c1ccccc1)c1nc(-c2ccccc2)cs1 (centres undefined) is listed as x | 38% | 6.0% | x | 3% | x | -22% | i | -1.0
# CCc1nnc(NC(=O)c2ccc(N3C(=O)CCC3=O)cc2)s1 is listed as 10% | 13% | 0.1% | 1% | 5% | -3% | 8% | i | -3.3
# CCCOc1ccc(C(=O)Nc2cc(-c3nn4c(C)nnc4s3)ccc2C)cc1 is listed as 14% | -5% | -0.1% | 3% | 7% | -12% | -11% | i | 0.8

# Additional entries follow.
SMILES,Nrf2 block,TGFb inhibitor,Nrf2 activator,A549 viability,EPAC2 agonist,MmCpn inh,EPAC2 antagonist,Akt phos inh,CCT chaperon mod
COC(=O)Cn1c(SCc2ccccc2)nc2ccccc21,u,39%,3.5%,2%,15%,-2%,-11%,i,-2.2
CCC1(C)NC(=O)N(/N=C/c2ccc(C)s2)C1=O (centres undefined),u,-2%,0.8%,-1%,6%,2%,0%,i,-2.3
COc1ccc2oc(C(=O)OCC(=O)Nc3cc(S(=O)(=O)N4CCOCC4)ccc3C)c(C)c2c1,12%,7%,3.0%,0%,0%,-7%,-7%,i,0.5
CCC1(c2ccccc2)NC(=O)N(CC(=O)N(C)CC(=O)Nc2c(C)cccc2C)C1=O (centres undefined),-15%,-11%,-0.2%,-13%,-2%,1%,8%,i,0.4
CCCCN(Cc1ccccc1)S(=O)(=O)c1cc(Br)cc2c1N(C(C)=O)C(C)C2 (centres undefined),u,u,-0.3%,-6%,5%,0%,-10%,i,0.8
O=C(c1ccccc1)N1CCN(C(=O)c2ccc3c(c2)OCO3)CC1,-3%,-21%,-0.2%,-3%,-1%,-5%,34%[activator],i,1.2
CC(CC(=O)NC1CCCCC1)S(=O)(=O)c1ccc2c(c1)CCN2C(=O)C1CC1 (centres undefined),-9%,2%,0.3%,6%,1%,-9%,2%,i,-1.2
O=C(CCNS(=O)(=O)c1ccc(Br)cc1)NCc1ccc(F)cc1,-10%,3%,-0.1%,1%,5%,1%,-1%,i,-1.5
COc1ccc2nc(C)cc(N/N=C/c3ccc(F)cc3)c2c1,1%,4µM*,-0.9%,-9%,5%,3%,-10%,i,-2.9
CCCC(=O)N(Cc1cc(=O)[nH]c2ccccc12)c1ccccc1,5%,-31%,2.5%,1%,0%,2%,10%,i,1.2
CC(=O)Nc1cccc(-c2cccc3nccn23)c1,x,38%[activator],5.7%,x,4%,x,15%,i,1.1

# Some of the compounds tested; count on the stated rates, not on these rows.
